Bioassay records: PubChem BioAssay, National Center for Advancing Translational Sciences (NCATS)
BCR signal inh – qHTS Assay to Find Inhibitors of Chronic Active B-Cell Receptor Signaling; ABC-DLBCL IkBa-CBG/CBR reporter, luminescence ratio, 4 h; Potency, µM (titrated, usually from 46.1 µM), for inactives: at the top dose ratio change, negative = lower green/red ratio, most hits filed as inhibitors; hit rate 0.05% among 340,000; AID 493014, 2011; active means well fitted inhibition curve with a large enough effect in the signal ratio, with a control signal flat, not every such curve was filed as active; inconclusive means small, poorly fitted or top-dose-only effect, or effect the other way, or a change in a side signal; the % refers to the signal ratio;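 further: potency means the concentration at half of the fitted maximal effect; plate controls were basal doxycycline-induced cells for no effect and cells given 10 µM MG132 for full effect; MG132 reads +100%, hits lower the ratio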
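Compounds up to 46 uM were incubated four hours with TMD8 cells whose green CBG68 luciferase is fused to IkappaBalpha; red CBR luminescence normalised the signal, and concentration-effect curves were fitted to fusion, red and ratio data.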
Eya2 inh – qHTS Assay for Inhibitors of the Phosphatase Activity of Eya2. recombinant Eya2, OMFP fluorescence dephosphorylation (OMFP is methylfluorescein phosphate). Potency, µM (doses to about 76.9 µM), inactives show at the top dose activity, negative = inhibition, hits mostly inhibitors. hit rate 0.006% among 330,000. AID 488837, 2010; further: potency means the concentration at half of the fitted maximal effect
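Eya2 (0.2 uM) preincubated 10 min at ambient with compound, then OMFP substrate added at 50 uM; 10 min reaction in 50 mM HEPES pH 7.5, 50 mM NaCl, 5 uM MgCl2, 0.05% BSA, 1 mM DTT. Fluorescence read at Ex 485/Em 525 nm.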
KCNH2 3.1 block – qHTS for Inhibitors of KCHN2 3.1: Mutant qHTS. hit rate 0.95% among 340,000. Potassium voltage-gated channel subfamily H member 2, brain isoform KCNH2 3.1 (human). U2OS KCNH2 3.1, thallium flux FluxOr; hits give low values. AID 720553, 2013. activity change, % (tested at about 1.8 µM);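 active means maximum activity change below -70%; inconclusive means maximum activity change from -70% to -50%; inactive means maximum activity change above -50%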;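 further: thallium influx rate constant from kinetic fluorescence after stimulation buffer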
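Thallium flux read-out: FluxOr dye with Red40 quencher in HBSS/HEPES, 45 min at RT. Rate constants from kinetic reads were normalized to positive and negative DMSO controls. Cells: U2OS virally expressing the 3.1 isoform.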
GALK inhibitor – qHTS Assay for Inhibitors of Human Galactokinase (GALK). Purified GALK, Kinase-Glo residual ATP luminescence. AID 1868, 2009. hit rate 0.007% among 270,000. P51570. Potency, µM (titrated, usually from 57.5 µM), without a hit: at the highest dose activity change, negative = inhibition, usual class: inhibitors; further: potency means the concentration at half of the fitted maximal effect
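ATP-depletion format; final 35 uM ATP, 100 uM D-galactose, 5 nM enzyme; pH 8.0 HEPES/Mg2+ buffer; 60 min RT; luminescence read 10 min after detection reagent.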
PKM2 act – qHTS Assay for Activators of Human Muscle isoform 2 Pyruvate Kinase; Pyruvate kinase PKM (Homo sapiens), P14618; purified PKM2, Kinase-Glo ATP luminescence, activation; response scale: 0% is enzyme alone, no compound; Potency, µM (top dose mostly 57.5 µM), inactives show top-dose activation, actives largely listed as activators; hit rate 0.34% among 260,000; further: potency means the concentration at half of the fitted maximal effect; nearly all actives have a fitted effect of over 55% in size
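Purified hPK-M2 (>95% pure) converted ADP (0.1 mM final) to ATP with 0.5 mM PEP in 50 mM imidazole pH7.2, KCl, MgCl2, Tween 20, BSA; 1 h at room temperature. ATP detected by Kinase-Glo luminescence.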
FBPA coupling cs – qHTS Assay for Inhibitors of Fructose-1,6-bisphosphate Aldolase from Giardia Lamblia: Coupling assay counterscreen; hit rate 0.67% among 290,000; activity change, negative = inhibition, % at 58.2 µM, hits read low; coupling enzyme system counterscreen, AmpLite Red fluorescence; in the data active means activity change below about -30%
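Activity here indicates interference with the coupling reaction, not aldolase inhibition. Compounds at 57.5 uM final met coupling enzymes for 10 min at RT; substrate and AmpLite Red detection followed, with a 525/598 nm fluorescence read after 20 min.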
USP2a block – qHTS Assay for Inhibitors of Ubiquitin-specific Protease USP2a Using CHOP2 as the Reporter; hit rate 0.01% among 330,000; AID 463254, 2010; Potency, µM (series often up to 38.3 µM), inactives show at the top dose activity change, negative = inhibition, actives largely listed as inhibitors; USP2 core, Ub-CHOP2 coupled fluorogenic reporter, 485/531;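 further: potency means the concentration at half of the fitted maximal effect; plate controls were DMSO wells for no effect and full inhibition by NEM control for full effect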
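USP2 core (10nM final) preincubated 30min RT with compound in 20mM Tris-HCl pH 8.0, 2mM CaCl2, 2mM beta-mercaptoethanol, 0.05% CHAPS; 25nM Ub-CHOP2 plus 25nM reporter substrate added, fluorescence (Ex485/Em531) read after 60min.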
Giardia kill – Small Molecules that selectively kill Giardia lamblia: qHTS | activity change, % at 7.66 µM, hits read low | Giardia lamblia trophozoite viability | hit rate 0.15% among 340,000; in the data active means activity change below about -80%; inconclusive means between about -30% and that limit;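 further: parasites exposed to compound for two days anaerobically before the ATP read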
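Giardia trophozoites, 100 cells per well, were exposed to compounds for 48 hrs at 37 deg C under anaerobic conditions; viability was then read as ATP content by bioluminescence after 15-30 min at room temperature.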
B2AR arrestin – qHTS assay of beta-arrestin-biased ligands of beta2-adrenergic receptor | Beta-2 adrenergic receptor (Homo sapiens), P07550 | beta-arrestin recruitment to beta2AR, cell-based reporter | hit rate 0.02% among 330,000 | AID 492947, 2010 | Potency, µM (doses to about 46.1 µM), inactives show top-dose activation, actives largely listed as activators;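 further: potency means the concentration at half of the fitted maximal effect; 0% = DMSO controls and full agonism = EC100 isoproterenol or metaproterenol; nearly all actives have a fitted effect of over 65% in size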
hERG WT inh – qHTS for Inhibitors of KCHN2 3.1: Wildtype qHTS; Voltage-gated inwardly rectifying potassium channel KCNH2 (Homo sapiens), Q12809; U2OS, BacMam KCNH2, thallium flux FluxOr; hits give low values; activity change, % at 1.84 µM; hit rate 0.37% among 340,000; AID 720551, 2013;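 active means maximum activity change below -70%; inconclusive means maximum activity change between -70% and -50%; inactive means maximum activity change above -50%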
Target sequence (Q12809 whole entry, looked up): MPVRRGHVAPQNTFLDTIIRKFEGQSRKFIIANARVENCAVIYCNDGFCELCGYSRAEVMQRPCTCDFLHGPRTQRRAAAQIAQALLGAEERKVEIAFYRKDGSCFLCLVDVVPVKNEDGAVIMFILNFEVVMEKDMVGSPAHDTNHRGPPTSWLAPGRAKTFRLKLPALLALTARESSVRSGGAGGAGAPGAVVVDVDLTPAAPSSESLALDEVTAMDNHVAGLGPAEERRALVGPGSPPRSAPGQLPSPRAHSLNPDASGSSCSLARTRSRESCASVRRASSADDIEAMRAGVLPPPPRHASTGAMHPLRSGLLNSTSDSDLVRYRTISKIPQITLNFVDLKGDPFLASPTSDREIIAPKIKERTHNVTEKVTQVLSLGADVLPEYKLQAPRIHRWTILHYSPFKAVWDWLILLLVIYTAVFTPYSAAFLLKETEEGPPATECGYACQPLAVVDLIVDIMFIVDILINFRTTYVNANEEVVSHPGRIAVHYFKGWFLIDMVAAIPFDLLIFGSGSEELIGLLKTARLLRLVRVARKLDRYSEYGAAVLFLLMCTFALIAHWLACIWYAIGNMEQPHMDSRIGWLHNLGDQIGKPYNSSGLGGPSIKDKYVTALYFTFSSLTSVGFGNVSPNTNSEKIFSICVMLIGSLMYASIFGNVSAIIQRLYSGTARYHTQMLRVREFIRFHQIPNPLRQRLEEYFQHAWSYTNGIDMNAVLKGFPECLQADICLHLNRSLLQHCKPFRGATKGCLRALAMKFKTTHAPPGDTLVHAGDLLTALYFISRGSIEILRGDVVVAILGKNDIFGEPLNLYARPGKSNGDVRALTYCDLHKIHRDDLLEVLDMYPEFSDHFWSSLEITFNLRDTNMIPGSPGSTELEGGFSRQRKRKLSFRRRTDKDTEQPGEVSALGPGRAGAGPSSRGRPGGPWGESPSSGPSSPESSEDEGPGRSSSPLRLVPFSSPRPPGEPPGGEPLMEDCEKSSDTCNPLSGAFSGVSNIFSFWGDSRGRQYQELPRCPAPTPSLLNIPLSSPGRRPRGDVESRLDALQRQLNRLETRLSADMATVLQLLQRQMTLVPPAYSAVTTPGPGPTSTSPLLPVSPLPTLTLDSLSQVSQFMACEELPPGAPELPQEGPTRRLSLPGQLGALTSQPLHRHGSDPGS
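U2OS cells transduced with wild-type KCNH2 virus are loaded with FluxOr dye for 45 min, and thallium flux is measured in kinetic reads before and after stimulation buffer. Rate constants are normalized to DMSO controls.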
uPA generation – qHTS for Inhibitors of Cell Surface uPA Generation. Potency, µM (titrated, usually from 38.3 µM), without a hit: at the top dose activity change, negative = inhibition, hits mostly inhibitors. cell surface uPA generation assay, qHTS. AID 540303, 2011. hit rate 0.31% among 330,000; active means well fitted inhibition curve with a large enough effect; inconclusive means small, poorly fitted or top-dose-only effect; inactive means no such curve, though single readings can be large or run the other way; tested in mouse RAW 264.7 cells; further: potency means the concentration at half of the fitted maximal effect; nearly all actives have a fitted effect of over 55% in size
Starred values were filed as active, the others as inactive; ? = inconclusive; . = not tested or not shown; [ ] = remark or other dose. Unless noted, the call rests on the fitted dose curve; in most records, active means well fitted curve in the direction sought with a large enough effect; inconclusive means small, poorly fitted or top-dose-only effect, or another doubt; inactive means no such curve, though single readings can be large; an effect the other way counts as inactive or inconclusive. Unless noted, on the % scale 0 is the no-effect control and ±100 the full control effect.

no.	compound	BCR signal inh	Eya2 inh	KCNH2 3.1 block	GALK inhibitor	PKM2 act	FBPA coupling cs	USP2a block	Giardia kill	B2AR arrestin	hERG WT inh	uPA generation
1	COc1ccc(C(=O)NNC(=O)CSc2nc3c(c(=O)n(C)c(=O)n3C)n2C)cc1	-1%	-2%	0	0%	-7%	2	1%	4	0.4%	-2	2%
2	CN1CCN(c2nc3ccccn3c(=O)c2C=O)CC1	-4%	9%	-9	4%	0%	2	1%	2	-0.8%	0	0%
3	CCOC(=O)C1C(=O)NC(SC)=C(C#N)C1c1ccccc1F (stereo unspecified)	5%	8%	3	-5%	-2%	-3	3%	1	-0.8%	-1	.
4	Cn1cnnc1Sc1ccc(C(=O)OCC(=O)NCC(F)(F)F)cc1[N+](=O)[O-]	-4%	11%	8	10%	4%	0	0%	-17	0.1%	-9	1%
5	CCOc1ccc2nc(NC(=O)CSC3=NCCS3)sc2c1	0%	17%	-17	10%	-1%	2	1%	-11	0.1%	6	-12%
6	COCCn1c(-c2ccc(Cl)cc2Cl)nc2c(c(=O)c3ccccc3n2C)c1=O	1%	1%	-9	0%	1%	0	4%	-12	-0.5%	7	5%
7	O=C(NCc1ccc(F)cc1)C1CCC(=O)N1CCc1ccccc1 (stereo unspecified)	5%	3%	11	1%	-3%	-1	1%	-19	0.1%	-8	-11%
8	Cc1cccc(OCCCCCn2ccnc2)c1	6%	-3%	1	-1%	5%	0	2%	3	3.4%	0	5%
9	Cc1nc(NCC2CCCO2)c2oc3ccccc3c2n1 (stereo unspecified)	16%	-31%	5	0%	1%	-1	0%	-4	0.0%	16	.
10	Cc1ccc(S(=O)(=O)N2CCOCC2)cc1C(=O)OCC(=O)Nc1ccc2c(c1)OCO2	.	.	-2	1%	4%	1	.	-4	.	0	1%
11	CSc1ccccc1NC(=O)CSc1n[nH]c(N)n1	-8%	?	4	-7%	2%	-1	0%	-9	0.2%	-14	0%
12	Cn1c(=O)c2c(nc(CN3CCC(C(N)=O)CC3)n2Cc2ccccc2Cl)n(C)c1=O	?	10%	12	6%	4%	-2	0%	-9	-0.5%	-6	-1%
13	Cc1cc(C)n(CC2CC(=O)N(c3ccc(C)c(Cl)c3)C2=O)n1 (stereo unspecified)	-1%	-1%	8	1%	12%	1	0%	7	-0.6%	0	-4%
14	CCN=c1scc(C)n1/N=C/c1ccc(O)c(O)c1O	-10%	-8%	-2	1%	?	-37*	-8%	-19	0.4%	-3	1%
15	O=C(O)C1CCCN1C(=O)OCC1c2ccccc2-c2ccccc21 (stereo unspecified)	16%	3%	31	0%	-9%	11	1%	-26	-0.5%	2	-1%
16	Cc1ccc(C(=O)COC(=O)CN2C(=O)C3C4CC(C(Br)C4Br)C3C2=O)cc1 (stereo unspecified)	0%	-18%	-16	4%	2%	0	2%	12	0.1%	-2	1%
17	CCNC(=S)NNC(=O)c1cc(-c2cccc(C)c2)nc2ccccc12	?	27%	8	1%	7%	0	-2%	-17	0.2%	-2	.
18	CC(C)(C)S(=O)(=O)c1ccccc1C(=O)O	-1%	11%	-20	7%	-4%	4	0%	-1	0.5%	6	10%
19	COc1ccccc1NC(=O)C(C)N1CCN(C/C=C/c2ccccc2)CC1 (stereo unspecified)	?	-2%	-95*	5%	13%	1	-5%	-5	-0.5%	-82*	-5%
20	CCN(CC)CCCN(Cc1cc2cc3c(cc2[nH]c1=O)OCO3)C(=S)NC	-5%	-12%	2	-1%	-2%	2	0%	-1	-0.2%	-5	3%

Some of these compounds in order of formula weight, smallest number first.
no.	compound	BCR signal inh	Eya2 inh	KCNH2 3.1 block	GALK inhibitor	PKM2 act	FBPA coupling cs	USP2a block	Giardia kill	B2AR arrestin	hERG WT inh	uPA generation
9	Cc1nc(NCC2CCCO2)c2oc3ccccc3c2n1 (stereo unspecified)	16%	-31%	5	0%	1%	-1	0%	-4	0.0%	16	.
11	CSc1ccccc1NC(=O)CSc1n[nH]c(N)n1	-8%	?	4	-7%	2%	-1	0%	-9	0.2%	-14	0%
1	COc1ccc(C(=O)NNC(=O)CSc2nc3c(c(=O)n(C)c(=O)n3C)n2C)cc1	-1%	-2%	0	0%	-7%	2	1%	4	0.4%	-2	2%

(further entries)
no.	compound	BCR signal inh	Eya2 inh	KCNH2 3.1 block	GALK inhibitor	PKM2 act	FBPA coupling cs	USP2a block	Giardia kill	B2AR arrestin	hERG WT inh	uPA generation
21	COc1cccc(Oc2nc(-c3ccccc3O)nc3ccccc23)c1	2%	5%	1	3%	.	2	1%	-8	-0.6%	-11	4%
22	C[C@H](CO)N1C[C@H](C)[C@@H](CN(C)S(=O)(=O)c2cccs2)Oc2ccc(NS(=O)(=O)c3cn(C)cn3)cc2C1=O	0%	1%	7	.	.	.	4%	2	-0.1%	-2	9%
23	CCN(Cc1ccc2c(c1)OCCO2)S(=O)(=O)c1ccc(NC(C)=O)cc1	-15%	-2%	1	.	.	.	-3%	8	0.3%	4	0%
24	Cc1ccsc1/C=N\NC(=O)c1cc(C(C)(C)C)[nH]n1	?	-3%	0	4%	-12%	-10	1%	7	0.2%	-23	-4%
25	O=C(c1ccccc1)c1cc2ccccc2o1	?	12%	4	4%	3%	0	4%	-2	-0.2%	-10	2%
26	Cc1nn(C)c(C(=O)N/N=C/c2ccccn2)c1[N+](=O)[O-]	0%	2%	24	0%	-16%	.	0%	13	-0.6%	13	-1%
27	CCc1nnc(NC(=O)CCC(=O)N2CCN(c3cccc(Cl)c3)CC2)s1	-4%	-2%	-16	0%	-2%[0.46 µM]	1	0%	24	-0.3%	5	0%
28	CCCCCC/C=C/c1ccc([C@H]2[C@H]3C=CC[C@@H](C)[C@@H]3C(=O)N2Cc2ccccc2)c(F)c1	-10%	-11%	29	-3%	16%	-1	5%	12	-0.7%	2	14%
29	N#Cc1ccc(OCC(=O)N2CCN(C(=O)c3ccco3)CC2)cc1	-4%	5%	-2	.	.	.	0%	-19	0.1%	-10	17%
30	COc1ccccc1CN1CC(C(=O)NCc2cccnc2)CC1=O (stereo unspecified)	?	-15%	2	0%	7%	2	1%	-4	-0.4%	-12	-5%
31	Cc1csc(NC(=O)c2ccccc2)n1	?	1%	-9	4%	-14%	-1	-1%	2	-0.3%	-11	?
32	Cc1ccc(C(=O)NCCCN2CCOCC2)cc1Cl	1%	5%	15	1%	-6%	-1	-1%	3	-0.2%	2	23%
33	O=C(O)c1ccccc1NC(=O)C1C2C=CC(C2)C1C(=O)O (stereo unspecified)	6%	-4%	-5	-2%	0%	0	0%	-6	-0.5%	-27	-1%
34	Cc1ccc(Cl)cc1N1CCN(Cc2nc3c(c(=O)[nH]c(=O)n3C)n2Cc2ccccc2F)CC1	-10%	9%	-3	2%	6%	1	-2%	3	-0.1%	9	-30%
35	O=[N+]([O-])c1ccccc1/C=N/n1c(-c2cccnc2)n[nH]c1=S	9%	4%	-5	0%	-26%	1	4%	-1	-1.2%	18	-1%
36	COCCNC(=O)CNC(=S)N(Cc1ccccc1)Cc1cccnc1	0%	2%	1	2%	-1%	-1	5%	10	-0.8%	1	7%
37	COc1ccc(/C(C)=N\Nc2nc(-c3ccccc3)cc(=O)[nH]2)cc1	?	-8%	-3	0%	0%	0	1%	-15	-0.7%	-27	2%

Copied from the list.
Under KCNH2 3.1 block, `COc1ccccc1CN1CC(C(=O)NCc2cccnc2)CC1=O` (stereo unspecified) has 2
Under Giardia kill, `Cc1csc(NC(=O)c2ccccc2)n1` has 2
Under hERG WT inh, `CCN(Cc1ccc2c(c1)OCCO2)S(=O)(=O)c1ccc(NC(C)=O)cc1` has 4
Under GALK inhibitor, `COCCNC(=O)CNC(=S)N(Cc1ccccc1)Cc1cccnc1` has 2%
Under GALK inhibitor, `O=C(c1ccccc1)c1cc2ccccc2o1` has 4%
Under hERG WT inh, `COc1ccc(/C(C)=N\Nc2nc(-c3ccccc3)cc(=O)[nH]2)cc1` has -27
